RECQ1 inh: qHTS Assay for Inhibitors of RecQ-Like Dna Helicase 1 (RECQ1). ATP-dependent DNA helicase Q1 (Homo sapiens), P46063. Potency, µM (titrated, usually from 57.3 µM), without a hit: at the top dose activity, negative = inhibition, hits mostly inhibitors. actives 0.54% (n = 240,000). RECQ1 DNA unwinding, red fluorescence kinetic read;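 note: plate controls were vehicle for no effect and no enzyme for full effect; nearly all actives have a fitted effect of over 30% in size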
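50 nM RECQ1T1 preincubated 15 min with compound in Tris pH 8.0 buffer with MgCl2, DTT, Tween-20 and 2.5 ug/ml poly(dI-dC); started with 200 nM TAMRA/BHQ-2 forked duplex and 2 mM ATP. Unwinding read as fluorescence (525/598 nm), two reads 2 h apart.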
TRb-SRC2 inh: qHTS for Inhibitors of the Interaction of Thyroid Hormone Receptor and Steroid Receptor Coregulator 2; Thyroid hormone receptor beta (Homo sapiens), P10828; TRbeta-SRC2 peptide binding, fluorescence polarization; receptor liganded with 1 µM T3; Potency, µM (top dose mostly 106 µM), for the others: at the top dose activity change, negative = inhibition, actives largely listed as inhibitors; actives 0.065% (n = 280,000);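 note: plate controls were bound peptide for no effect and peptide without receptor for full effect; nearly all actives have a fitted effect of over 50% in size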
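Quantitative HTS by FP: 0.6 uM TRb LBD, 20 nM labeled SRC2 20-mer, 1 uM T3, 5% DMSO; 5 hr ambient incubation; % activity per concentration and potencies from concentration series.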
Lamin A splicing: qHTS Assay for Modulators of Lamin A Splicing; actives 0.01% (n = 200,000); HeLa LMNA splicing GFP/RFP minigene ratio, 48 h; Potency, µM (top dose mostly 46.1 µM), inactives show at the top dose ratio change, negative = inhibition, usual class: inhibitors; AID 1487, 2009; active = well fitted inhibition curve with a large enough effect in the signal ratio, with a control signal flat, not every such curve was filed as active; inconclusive = small, poorly fitted or top-dose-only effect, or effect the other way, or a change in a side signal; the % refers to the signal ratio; note: % is set by controls: 0 for no effect and ±100 for the full control effect
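S3 HeLa cells stably expressing lamin A-EGFP splicing minigene plus DsRed2, 600 cells/well, 48 h compound exposure at 37C. Laser-scanning cytometry; analysed as GFP (500-530 nm)/RFP (575-640 nm) total intensity ratio; 0.5% DMSO vehicle.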
RGS12 GoLoco inh: qHTS Assay for Inhibitors of RGS12 GoLoco Motif Activity (Red Fluorophore); Guanine nucleotide-binding protein G(i) subunit alpha-1 (Homo sapiens), P63096; Gai1:RGS12 GoLoco peptide FP, rhodamine, 10 min; Potency, µM (titrated, usually from 61.6 µM), for inactives: at the top dose activity, negative = inhibition, most hits filed as inhibitors; actives 0.44% (n = 230,000); active = well fitted inhibition curve with a large enough effect, not every such curve was filed as active; inactive = no such curve, though single readings can be large or run the other way; note: % is set by controls: 0 for no effect and ±100 for the full control effect; nearly all actives have a fitted effect of over 30% in size; many of its hits are not listed in these tables
Target sequence (P63096 whole entry, looked up): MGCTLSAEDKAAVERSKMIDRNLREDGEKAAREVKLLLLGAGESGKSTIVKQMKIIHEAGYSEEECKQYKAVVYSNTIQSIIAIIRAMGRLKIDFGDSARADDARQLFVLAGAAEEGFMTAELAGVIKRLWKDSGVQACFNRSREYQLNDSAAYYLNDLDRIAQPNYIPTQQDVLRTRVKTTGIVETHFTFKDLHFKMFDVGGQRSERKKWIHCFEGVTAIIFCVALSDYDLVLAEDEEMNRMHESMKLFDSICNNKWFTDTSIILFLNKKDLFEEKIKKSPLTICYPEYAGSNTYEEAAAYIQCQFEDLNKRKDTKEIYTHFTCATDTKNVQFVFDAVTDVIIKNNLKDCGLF
ALDH1A1 inh: qHTS Assay for Inhibitors of Aldehyde Dehydrogenase 1 (ALDH1A1); Purified ALDH1A1, NADH fluorescence, propionaldehyde substrate; AID 1030, 2008; Aldehyde dehydrogenase 1A1 (Homo sapiens), P00352; actives 7.3% (n = 220,000); Potency, µM (doses to about 75.3 µM), for inactives: at the highest dose activity, negative = inhibition, most hits filed as inhibitors; active = well fitted inhibition curve with a large enough effect, not every such curve was filed as active; inconclusive = small, poorly fitted or top-dose-only effect, or another doubt; inactive = no such curve, though single readings can be large or run the other way;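 note: plate controls were no enzyme wells and a reference inhibitor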
Target sequence (P00352 whole entry, looked up): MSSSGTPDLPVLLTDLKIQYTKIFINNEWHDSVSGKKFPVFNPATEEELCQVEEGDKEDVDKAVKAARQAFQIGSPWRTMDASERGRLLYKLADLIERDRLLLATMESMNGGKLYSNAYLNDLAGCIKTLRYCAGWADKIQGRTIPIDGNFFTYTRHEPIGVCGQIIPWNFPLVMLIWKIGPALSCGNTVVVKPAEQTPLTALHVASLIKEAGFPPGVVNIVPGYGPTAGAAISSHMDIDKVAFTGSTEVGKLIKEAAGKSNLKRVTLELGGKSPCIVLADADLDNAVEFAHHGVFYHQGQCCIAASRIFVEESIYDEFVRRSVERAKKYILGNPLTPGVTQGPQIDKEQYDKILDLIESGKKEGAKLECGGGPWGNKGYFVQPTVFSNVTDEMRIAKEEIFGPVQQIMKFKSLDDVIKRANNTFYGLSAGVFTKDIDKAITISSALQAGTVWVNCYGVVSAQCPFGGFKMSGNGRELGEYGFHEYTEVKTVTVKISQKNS
SMN2 splice enh: qHTS Assay for Enhancers of SMN2 Splice Variant Expression. HEK293 SMN2-luciferase splicing reporter, luminescence, 30-36 h. Potency, µM (titrated, usually from 46.1 µM), for inactives: at the highest dose activity change, positive = activation, most hits filed as activators. actives 2.8% (n = 210,000). AID 1458, 2008; note: % of control where 0% means no effect; nearly all actives have a fitted effect of over 55% in size
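HEK293 cells carry an SMN2 minigene-luciferase reporter in which exon 7 inclusion puts luciferase in frame. Cells were seeded at 2000 cells/well, attached for 10-12 hours, then exposed to compounds for 30-36 hours at 37C before ONE-Glo luminescence.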
TexasRed fluor: Total Fluorescence Counterscreen for Inhibitors of the Interaction of Thyroid Hormone Receptor and Steroid Receptor Coregulator 2; actives 0.29% (n = 280,000); Potency, µM (doses to about 106 µM), for inactives: at the top dose fluorescence change, negative = quenching; AID 1479, 2009; TRb/SRC2 Texas Red total fluorescence interference; active = well fitted curve in either direction with a large enough effect; inconclusive = small, poorly fitted or top-dose-only effect; note: % is set by controls: 0 for no effect and ±100 for the full control effect
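Human TRb ligand-binding domain at 0.6 uM with 20 nM Texas Red SRC2 peptide in Tris buffer containing 1 uM T3 and 5% DMSO, incubated with compound 5 h at ambient temperature. Total fluorescence (555/632 nm) calculated as parallel + 2 × perpendicular.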
JMJD2E inh: qHTS Assay for Inhibitors of Human Jumonji Domain Containing 2E (JMJD2E); actives 1.6% (n = 230,000); JMJD2E catalytic domain, FDH-coupled NADH fluorescence (FDH is formaldehyde dehydrogenase); AID 2147, 2009; Potency, µM (highest dose often 57.1 µM), for the others: top-dose activity change, negative = inhibition, most hits filed as inhibitors; Lysine-specific demethylase 4E (Homo sapiens), B2RXH2; active = well fitted inhibition curve with a large enough effect, not every such curve was filed as active; inconclusive = small, poorly fitted or top-dose-only effect, or another doubt; inactive = no such curve, though single readings can be large or run the other way;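 note: 0% = wells with enzyme and -100% = buffer wells without enzyme; nearly all actives have a fitted effect of over 50% in size; many of its hits are not listed in these tables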
* marks the source's active call; other numbers are inactive results; i = inactive; u = inconclusive; x = no result given; [ ] = remark or other dose. Unless noted, calls come from the whole dose curve; as a rule, active = well fitted curve in the direction sought with a large enough effect; inconclusive = small, poorly fitted or top-dose-only effect, or another doubt; inactive = no such curve, though single readings can be large; an effect the other way counts as inactive or inconclusive. Potency is the fitted concentration of half-maximal effect. This is a subset. The share of hits here may be higher or lower than overall.

Below each SMILES: RECQ1 inh, TRb-SRC2 inh, Lamin A splicing, RGS12 GoLoco inh, ALDH1A1 inh, SMN2 splice enh, TexasRed fluor, JMJD2E inh
1	Cc1ccc(/C(N)=N/OC(=O)c2cc(-c3ccccc3)nc3ccccc23)cc1
→ -7.2%, -3.2%, 3.3%, -3.3%, 18.3%, 7.4%, 4.1%, -4.5%
2	CCOC(=O)c1ccc2c(c1)N(CC(=O)N1CCCC1)C(=O)C(C)(C)O2
→ -6.2%, -1.6%, -0.6%, 2.3%, 4.6%, -19.0%, -0.5%, -3.6%
3	Cc1[nH]nc2c1C(c1ccc(Cl)cc1)C(C#N)=C(N)O2 (stereo not drawn)
→ -3.2%, -2.0%, 2.9%, -1.8%, u, -5.6%, 0.8%, 0.1%
4	COCCNS(=O)(=O)c1ccc(-c2ccc(S(=O)(=O)NCCOC)cc2)cc1
→ i, 0.9%, u, 10.7%, u, 20µM*, -0.4%, u
5	Cc1cc(=S)c2cccc(C)c2[nH]1
→ i, -3.6%, -12.8%[46 µM], 11.6%, u, x, -1.7%, -5.1%
6	O=S1(=O)CCN2C(c3ccc4c(c3)CCCC4)=CSC2=N1
→ 1.4%, -1.5%, -17.2%, 6.0%, -6.4%, -30.4%[inhibitor], 2.6%, 1.9%
7	CSc1ccc(/C=N/N2CCN(Cc3ccccc3)CC2)cc1
→ 2.1%, 1.8%, x, 9.1%, -8.2%, x, -2.9%, 11.2µM*
8	N#CC(C(=O)NC1CCCCC1)=C1CCCCCC1
→ -16.8%, 1.7%, u, 3.2%, 3.2%, 9.5%, -8.5%, -4.1%
9	Cc1cccc(NC(=O)CS(=O)(=O)c2cn(CC(=O)N3CCOCC3)c3ccccc23)c1
→ i, 2.3%, 16.7%[9.22 µM], 4.2%, u, -8.2%, 1.0%, 6.1%
10	COCCSc1nc2c(c(=O)[nH]c(=O)n2C)n1Cc1cccc(C)c1
→ -4.6%, 3.1%, 0.6%, 6.6%, 14.1µM*, u, -5.8%, 1.7%
11	Cc1cc(S(=O)(=O)NCc2ccccc2)ccc1OCC(=O)NCC1CCCO1 (stereo not drawn)
→ i, -8.2%, u, 8.8%, 8.0%, 12.7%, 0.2%, 9.5%
12	N[C@H](C(=O)O)C1[C@H](C(=O)O)[C@H]1C(=O)O (stereo partly drawn)
→ 0.8%, 1.9%, x, -3.5%, -1.4%, x, 1.1%, -4.5%
13	Cc1ccc(C(=O)OCC(=O)Nc2cc(F)ccc2F)cc1NC(=O)c1ccco1
→ -12.1%, 5.3%, 8.0%, -9.8%, -3.9%, -20.3%, 0.8%, 20.4%
14	S=C(Nc1ccc(Cl)cc1)N(CCCN1CCOCC1)Cc1cccs1
→ i, -3.0%, -23.2%[46 µM], 5.1%, -9.6%, -5.1%, 0.3%, 7.1%
15	Cc1ccc(S(=O)(=O)Nc2cc(C(F)(F)F)ccc2N2CCOCC2)c(C)c1
→ -7.0%, -6.5%, u, 8.8%, u, -33.5%[inhibitor], -0.9%, -24.6%
16	O=C(NC1CCCCC1)c1ccc(CN2CCOCC2)cc1
→ -9.4%, -6.0%, -9.2%, -4.5%, 11.8%, 11.6%, 1.7%, -2.0%
17	CCO[C@@H]1OC(C(=O)NCc2ccccc2)=C[C@H](C(C)(C)C)[C@H]1CCCO
→ 7.7%, 8.3%, x, 3.5%, x, x, 0.0%, 4.1%
18	Cc1cc(Br)ccc1SCC(=O)OC/C(O)=C(\C#N)c1nc2ccccc2[nH]1
→ i, 3.4%, x, 30.2%[activator], x, x, 3.0%, u
19	COc1ccc(CCc2nnc(CCC(=O)NCc3cnn(-c4ccccc4C)c3)o2)cc1
→ -7.9%, 3.6%, u, 14.1%, -13.3%, x, -0.2%, -6.3%
20	COC(=O)C/C=C1\c2ccccc2C(OC)C1C (stereo not drawn)
→ -5.7%[11.5 µM], 1.3%[11.2 µM], x, x, -2.7%[13.5 µM], x, 0.1%[11.2 µM], x
21	COc1cccc(C=NC=Nc2cccc(OC)c2)c1
→ u, -3.3%, x, 4.6%, -4.4%, x, 0.4%, -8.8%
22	CCCc1nnc(SCC(=O)N2CCOCC2)n1Cc1ccco1
→ -8.4%, -8.7%, 7.4%, -2.4%, u, 15.3%, -6.3%, 0.7%
23	C=CCn1c(SCC(=O)Nc2ccc3c(c2)OCO3)nnc1-c1ccccc1OC
→ 6.3%, 3.7%, u, -1.3%, 16.3%, -3.4%, -0.8%, 6.4%
24	COC(=O)c1c(C)[nH]c(O)c1C=Nc1ccc(C#N)cc1
→ 2.0%, 3.9%, x, 94.8%[activator], u, u, 0.5%, 1.9%
25	Cc1ccccc1-c1nc2ccccc2c(=O)n1/N=C/c1ccccc1[N+](=O)[O-]
→ -7.5%, 11.1%, -2.6%, -26.9%, 14.1µM*, 4.2%, -0.9%, 4.0%
26	COc1c(Cl)cc(Cl)cc1CNCc1ccccc1
→ -16.8%, -5.5%, -2.6%[46 µM], -1.9%, 5.9%, u, -1.3%, 0.8%
27	CCC1CCC(c2nnc(-c3ccc(Br)cc3)o2)CC1 (stereo not drawn)
→ 0.8%, -2.4%, -9.0%, -2.6%, u, 18.1%, 2.0%, 4.8%
28	CCOC(=O)NC(CC(=O)O)c1ccc(OC)cc1 (stereo not drawn)
→ -7.1%, -7.5%, 7.9%, 2.1%, 10.3%, 15.7%, -1.6%, 4.2%
29	CCOC(=O)C(C)n1ncn2cccc2c1=O (stereo not drawn)
→ -10.4%, -16.5%, 2.3%, 0.6%, -5.4%, 5.7%, 0.2%, 0.5%
30	Cc1ccc(C(=O)C[n+]2ccc(Cc3ccccc3)cc2)cc1
→ i, -3.2%, u, 9.6%, u, -71.6%[inhibitor], 1.3%, 1.4%
31	CCOC(=O)c1sc(-c2ccc(F)cc2)cc1NC(=O)Nc1ccccc1OC
→ -6.6%, 1.7%, -8.7%, 4.3%, -1.9%, 7.9%, -0.4%, u
32	Cc1ccc(C(=O)C2Oc3ccccc3C3CC(c4ccc(C)cc4)=NN23)cc1 (stereo not drawn)
→ u, 2.6%, u, 7.5%, u, -10.1%, -2.9%, -1.8%
33	COCCn1cnnc1SCC(=O)Nc1cccc(S(=O)(=O)N2CCCCCC2)c1
→ -5.0%, 0.3%, u, -13.4%, u, -12.4%, -1.9%, -5.6%
34	Cc1ccccc1N1C(=O)C(Cl)=C(N2CCCCCC2)C1=O
→ i, 1.3%, 9.3%, 11.1%, u, 2.1%, -4.3%, -5.6%
35	O=C(CN1C(=O)CC(c2ccco2)Sc2ccccc21)NCC1CCCO1 (stereo not drawn)
→ -0.2%, 2.8%, 0.9%, -12.1%, 10µM*, -3.5%, -7.8%, -17.5%
36	CCN(C(=O)c1c(C)cc(=O)oc1C)c1ccc2c(c1)OCO2
→ -2.9%, -13.0%, 1.0%, 9.8%, 1.5%, -0.4%, 1.1%, 0.7%
37	c1ccc2c(CNn3cnnc3)cccc2c1
→ 1.5%, -7.5%, -6.5%, 10.0%, -0.6%, 4.1%, 1.2%, -3.6%
38	Cc1[nH]nc2ncc(C(=O)c3ccccc3O)cc12
→ -7.5%, -11.7%, u, 9.7%, 9.3%, -12.9%, -3.8%, -2.0%
39	O=C(COc1ccc(Cl)cc1)NCCCn1ccnc1
→ -9.1%, -8.9%, -10.5%, 1.3%, 7.8%, -3.7%, 1.2%, -8.5%
40	O=C(Nc1ccc(-c2cn3ccccc3n2)cc1)c1ccco1
→ -0.9%, -11.1%, -2.7%, 6.0%, -3.5%, 11.2µM*, -0.7%, -3.0%
41	O=C(Nc1ccccc1)N1CCN(c2cccc(C(F)(F)F)c2)CC1
→ -9.6%, -0.9%, u, 7.8%, 11.0%, -23.4%, -3.0%, 1.4%
42	O=C(NCc1ccc(F)cc1)C1C2C=CC3(CN(Cc4cccnc4)C(=O)C13)O2 (stereo not drawn)
→ 2.3%, -4.3%, 9.0%, 8.6%, 7.0%, -18.3%, 1.2%, 1.9%
43	O=S(=O)(Cc1ccccc1)NCC1CCCN(Cc2ccc(F)c(F)c2)C1 (stereo not drawn)
→ -1.5%, 0.2%, x, 23.1%, u, x, -0.2%, 1.4%
44	CCOc1cc(-c2nc(-c3ccc(C)nc3OCC)no2)cc(OCC)c1OCC
→ -3.6%, -2.3%, 5.3%, 12.3%, 12.1%, -7.3%, 3.3%, -1.6%
45	Cn1nc(C(=O)OCc2ccc(F)cc2)c2ccccc2c1=O
→ 2.4%, -1.7%, x, -1.8%, -2.7%, 1.4%, 0.1%, 8.7%
46	Cc1ccc(NC(=S)NNC(=S)NCc2ccccc2)cc1
→ -16.9%, -4.1%, 6.7%, 6.6%, 0.631µM*, -8.0%, 0.1%, 9.1%
47	Cc1csc(N(C(=O)c2ccc(S(=O)(=O)N(C)C)cc2)c2ccccc2)n1
→ -11.0%, -7.2%, 12.6%, -5.2%, 11.3%, -7.4%, -2.6%, 8.3%
48	O=C1c2ccccc2C(=O)N1c1ccc(-c2nc3ccccc3o2)cc1
→ -1.8%, 1.5%, 2.5%, x, 13.8%, x, -0.3%, -0.9%
49	CCCC(=O)c1c[nH]c(C(=O)NCc2ccco2)c1
→ -6.6%, -8.6%, -18.7%, 7.5%, -0.7%, 9.1%, -0.4%, -0.8%
